Autofluor Jurkat: autofluorescence counter-screen for VLA-4 integrin assays; Jurkat cells, compound autofluorescence, flow cytometry; hits give high values; 1 = vehicle-only cell background; 24,000 compounds, 0.61% hits; AID 576; fluorescence ratio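 (tested at 10 µM compound in the well)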;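 active means fluorescence ratio above 2.44, which is 1 plus 3 SD of all ratios; inconclusive means signal too bright to measure linearly, ratio around 10 or more; inactive means fluorescence ratio below 2.44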;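 further: green fluorescence of cells measured with 488 nm excitation and 530 nm emission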
Prostate diff: activators of LNCaP prostate cell differentiation; AID 795; 24,000 compounds, 0.56% hits; flow cytometry side scatter, 4 d; side scatter shift, % at 10 µM;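 active means side scatter shift above 30%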;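 further: androgen-responsive LNCaP prostate cancer cells in charcoal-stripped serum medium; percent of cells past a gate set so DMSO wells show 10% shift; higher shift means more granular cells and more differentiation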
VLA-4 allo ag: allosterically activates the human VLA-4 integrin | P13612 | Jurkat cells, LDV-FITC binding, flow cytometry | activation, % at 10 µM (by protocol) | 24,000 tested, under 10 active;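 active means fluorescent ligand binding to cells raised by more than 40% of the manganese-induced maximum; inconclusive means compound's own fluorescence above 85% of the ligand control signal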;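 further: 0% = ligand binding without compound and 100% = manganese-stimulated maximal binding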
Target sequence (P13612 whole entry, looked up): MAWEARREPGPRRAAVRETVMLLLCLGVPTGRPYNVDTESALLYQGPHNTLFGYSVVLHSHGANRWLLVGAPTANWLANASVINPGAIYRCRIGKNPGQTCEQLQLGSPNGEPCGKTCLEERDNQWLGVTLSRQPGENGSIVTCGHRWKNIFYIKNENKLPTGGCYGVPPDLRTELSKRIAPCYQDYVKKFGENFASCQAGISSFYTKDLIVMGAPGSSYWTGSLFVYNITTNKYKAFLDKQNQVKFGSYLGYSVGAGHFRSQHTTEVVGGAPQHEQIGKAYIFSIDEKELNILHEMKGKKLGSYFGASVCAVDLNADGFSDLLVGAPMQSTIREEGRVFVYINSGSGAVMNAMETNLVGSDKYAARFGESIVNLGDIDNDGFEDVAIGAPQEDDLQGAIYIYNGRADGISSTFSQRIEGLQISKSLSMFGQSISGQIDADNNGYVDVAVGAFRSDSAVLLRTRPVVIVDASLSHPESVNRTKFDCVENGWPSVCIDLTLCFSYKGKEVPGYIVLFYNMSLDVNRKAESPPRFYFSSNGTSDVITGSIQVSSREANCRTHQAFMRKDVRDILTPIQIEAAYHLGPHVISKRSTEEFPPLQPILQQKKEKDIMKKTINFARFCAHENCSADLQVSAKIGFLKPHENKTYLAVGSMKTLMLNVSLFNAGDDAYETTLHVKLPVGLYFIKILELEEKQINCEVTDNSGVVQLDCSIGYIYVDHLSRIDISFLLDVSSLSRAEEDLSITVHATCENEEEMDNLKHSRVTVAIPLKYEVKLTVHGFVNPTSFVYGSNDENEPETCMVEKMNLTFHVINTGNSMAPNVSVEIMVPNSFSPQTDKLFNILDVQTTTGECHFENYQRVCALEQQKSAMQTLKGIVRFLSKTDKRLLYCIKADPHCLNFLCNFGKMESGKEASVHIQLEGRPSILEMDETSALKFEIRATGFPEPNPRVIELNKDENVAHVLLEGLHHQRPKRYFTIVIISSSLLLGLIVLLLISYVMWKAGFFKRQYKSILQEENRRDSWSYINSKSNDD
VLA-4 antagonist: inhibition of LDV-FITC ligand binding to human VLA-4 integrin; P13612; Jurkat cells, LDV-FITC binding with Mn2+, flow cytometry; 100% = Mn2+-driven binding gain fully reversed; inhibition, % at 10 µM (by protocol); 24,000 compounds, 0.2% hits;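 active means inhibition above 50%; inconclusive means compound itself fluorescent, judged against control cell fluorescence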;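 further: 0% = Mn2+ stimulated cells lacking compound and 100% = ligand binding without Mn2+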
* marks the source's active call; other numbers are inactive results; ? = inconclusive. These rows are one share of the data. The share of hits here may be higher or lower than overall.

SMILES | Autofluor Jurkat | Prostate diff | VLA-4 allo ag | VLA-4 antagonist
Cn1c(/C(C#N)=C(\O)c2ccc(S(=O)(=O)N3CCCCC3)cc2)nc2ccccc21 | 1.1 | 11 | ? | ?
CCSC1(SCC)N=C(N)C2(C#N)C(c3ccccc3)NC(C)=C(C)C12C#N (stereo not drawn) | 1.1 | 4 | 5 | -10
O=C(CCCCn1c(=O)[nH]c2ccccc2c1=O)NCCc1c[nH]c2ccccc12 | 1.1 | 17 | -7 | -1
COc1ccc(CCNC(=O)C2CC(=O)N(C3CCCC3)C2)cc1OC (stereo not drawn) | 1 | 6 | 4 | 8
Cn1c(=O)cc(SCC(=O)N2CCCC2)c2cc(Cl)ccc21 | 1.1 | 9 | 4 | 2
CCOC(=O)N1CCN(C(=O)COc2ccc(S(=O)(=O)NC(C)C)cc2)CC1 | 1 | 4 | -2 | 0
C/C(=C\c1cc(C(=O)O)c(C)o1)CO | 1.1 | 17 | 3 | -45
O=C(NCCCN1CCOCC1)c1ccc(CS(=O)(=O)Cc2ccc(Cl)cc2)o1 | 1 | 4 | -3 | 10
CC1=C(C(N)=O)C(c2cccnc2)n2nc(-c3cccc(Cl)c3)nc2N1 (stereo not drawn) | 1 | 3 | -2 | 6
O=C(CCn1c(=O)sc2ccccc21)NCc1ccc2c(c1)OCO2 | 0.99 | 7 | 1 | -10
O=C(NC1CCCCC1)c1nc2c(nnn2Cc2ccccc2Cl)c(=O)[nH]1 | 1.1 | 17 | 7 | 2
Cn1nc(CC(=O)Nc2ccc(N3CCN(C(=O)OC(C)(C)C)CC3)cc2)c2ccccc2c1=O | 1.1 | 1 | -3 | -24
O=C(CSc1nc2c(cnn2-c2ccc(F)cc2)c(=O)[nH]1)N1CCOCC1 | 1.1 | 7 | -8 | -4
O=C(NCCc1ccccc1)C1CCN(C(=O)c2sccc2-n2cccc2)CC1 | 1 | 10 | 0 | 0
Cc1nn(Cc2c(Cl)cccc2Cl)c(C)c1NC(=O)c1cc(C(C)C)on1 | 1 | 13 | 3 | 12
COc1cc(NC(=O)c2cc(OC)c(OC)c(OC)c2)c(OC)cc1NC(=O)CN1CCCCC1 | 1 | 17 | -5 | 1
COc1ccccc1-c1coc2c(CN3CCN(CCO)CC3)c(O)ccc2c1=O | 1 | 5 | -6 | 18
CC1CCN(c2nc3c(c(=O)n(C)c(=O)n3C)n2Cc2ccccc2)CC1 | 1 | 8 | -4 | 6
Cc1onc(-c2c(Cl)cccc2Cl)c1C(=O)NCCCN1CCOCC1 | 0.99 | 9 | 5 | -24
Cc1cc(C(=O)N2CCN(c3ncccn3)CC2)cs1 | 0.99 | 12 | 0 | -21
O=C(O)c1cc2cc(OCc3ccccc3)ccc2[nH]1 | 1.1 | 3 | -7 | 15
CCCC(=O)Nc1ccc(NC(=O)C2CC2)cn1 | 0.97 | 5 | -1 | -16
CCOC(=O)C1=C(C)N(C)C(C)=C(C(=O)OCC)C1c1cccnc1 | 0.99 | 11 | 8 | -16
COCCNC(=O)C(C)N(c1ccc(Oc2ccccc2)cc1)S(C)(=O)=O (stereo not drawn) | 0.93 | 4 | 2 | -28
CN1CCN(c2nc3c(c(=O)[nH]c(=O)n3C)n2CCSc2nc3ccccc3s2)CC1 | 1 | 6 | 2 | -13
Cc1c(/C(O)=C2/C(=O)C(=O)N(CCN3CCOCC3)C2c2cccs2)cnn1-c1ccccc1 (stereo not drawn) | 1.1 | 13 | 12 | -33
CCOc1ccc(NC(=O)CSc2nnnn2CC(=O)O)cc1 | 1.1 | 6 | 4 | -22
COc1ccccc1OCCSc1nnnn1-c1ccc(C)cc1 | 1 | 13 | -3 | 4
CCCOc1ccc(C2C(C(=O)c3ccc(C)o3)=C(O)C(=O)N2Cc2cccnc2)cc1 (stereo not drawn) | 1.1 | 4 | -7 | -16
COc1cccc(-c2nc(CS(=O)(=O)CC(=O)Nc3cc(C)ccc3C)c(C)o2)c1 | 1 | 5 | -1 | -10
Cc1ccccc1-n1c(=O)cc(NCC2CCCO2)[nH]c1=O (stereo not drawn) | 0.97 | 10 | 10 | -18
CCOc1ccc(NC(=O)c2ccccc2CO)cc1 | 1.1 | 16 | 2 | -33
CCOC(=O)c1c(COC(=O)c2ccco2)nc2ccccc2[n+]1[O-] | 1.1 | 7 | -2 | -20
O=C(NC1CCCC1)C(c1cccs1)N(Cc1ccco1)C(=O)Cn1nnc(-c2cccs2)n1 (stereo not drawn) | 1.1 | 17 | -6 | -5
COc1cccc(NC(=O)CN2CCN(S(=O)(=O)c3ccc(C(C)C)cc3)CC2)c1 | 0.92 | 4 | 2 | -11
O=C(O)c1ccc(C2SCC(=O)N2Cc2ccccc2)cc1 (stereo not drawn) | 1.1 | 12 | 0 | 14
COc1ccc(-c2cn3c(C)c(C(=O)NCCN4CCOCC4)sc3n2)cc1 | 1.4 | 13 | ? | ?
CCCS(=O)(=O)N1CCC(C(=O)N2CCC(Cc3ccccc3)CC2)CC1 | 1.1 | 4 | -2 | -18
CCOC(=O)N1CCN(C(=O)c2ccc3nc4cc(Cl)ccc4c(=O)n3c2)CC1 | 1.1 | 4 | -4 | 7
COc1ccccc1N1CCN(C(=O)c2cc3cc(Br)ccc3oc2=O)CC1 | 1 | 1 | 8 | 12
O=C(NCCCN1CCN(c2ccccc2F)CC1)C1CCC(=O)N1C1CCCC1 (stereo not drawn) | 1 | 10 | 0 | -13
CCNC(=O)c1sc(=S)n(CC)c1N | 1.1 | 2 | -5 | 2
CCOC(=O)CNC(=O)c1cn(CC(C)C)c(=O)c2cc(OC)c(OC)cc12 | 1.1 | 1 | -3 | -4
c1cncc(-c2nc3ccccc3o2)c1 | 9.8* | 28 | ? | ?
c1ccc2c(c1)c1c3n2CCNC3CCC1 (stereo not drawn) | 1.1 | 5 | 6 | -16

As entered above.
Entry of CCOc1ccc(NC(=O)c2ccccc2CO)cc1 in VLA-4 antagonist: -33
Entry of c1ccc2c(c1)c1c3n2CCNC3CCC1 (stereo not drawn) in Prostate diff: 5

The main list resumes; the 3 compounds before the break are reprinted first.
SMILES | Autofluor Jurkat | Prostate diff | VLA-4 allo ag | VLA-4 antagonist
CCOC(=O)CNC(=O)c1cn(CC(C)C)c(=O)c2cc(OC)c(OC)cc12 | 1.1 | 1 | -3 | -4
c1cncc(-c2nc3ccccc3o2)c1 | 9.8* | 28 | ? | ?
c1ccc2c(c1)c1c3n2CCNC3CCC1 (stereo not drawn) | 1.1 | 5 | 6 | -16
Cc1ccc2nc3c(cc(C(=O)NCc4ccccc4)c(=N)n3CCCn3ccnc3)c(=O)n2c1 | 1.1 | 31* | -9 | 15
COC1CCCCC1NS(=O)(=O)c1ccc(Cl)cc1 (stereo not drawn) | 1.1 | 2 | 1 | 6
COC(=O)c1cc2c(cc1NC(=O)CSCCc1ccccn1)OCO2 | 1.5 | 12 | ? | ?
Cc1ccc(-n2c(N)c(C(N)=O)sc2=S)c(C)c1 | 1.1 | 6 | 2 | -8
CC(C)(C)OC(=O)N1CCN(c2ccc(NC(=O)c3cc4ccccc4oc3=O)cc2)CC1 | 0.98 | 17 | 0 | -6
O=C(CCCn1ncn2c(cc3occc32)c1=O)N1CCc2ccccc2C1 | 1.1 | 11 | ? | ?
COc1ccc(CCNC(=O)c2nnn(-c3ccccc3OC)c2N)cc1OC | 1.2 | 7 | ? | ?
COc1cc(NC(=O)Cc2nn(C)c(=O)c3ccccc23)cc(OC)c1 | 1.1 | 3 | 1 | -8
COc1ccc(-c2[nH]c(-c3ccc(F)cc3)nc2SCC(=O)NCc2ccco2)cc1OC | 1.2 | 4 | -2 | -5
c1cncc(-c2nnc3sc(-c4ccco4)nn23)c1 | 1.1 | 5 | 0 | -6
O=C(Cn1cc2c(n1)CCCCC2)N1CCCCC1 | 1.1 | 7 | 7 | 10
COc1cccc(CNC(=O)C2CCN(C(=O)N(C)C)CC2)c1 | 1 | 6 | -3 | -3
N=c1ncn(CC(O)CN2CCOCC2)c2nc(N3CCOCC3)[nH]c12 (stereo not drawn) | 1 | 12 | 0 | -5
CCC(Oc1ccc2ccccc2c1)C(=O)O (stereo not drawn) | 1 | 8 | 0 | -1
CCOC(=O)CSc1nnc(CNC(=O)c2ccc(OC)cc2OC)n1C | 0.94 | 1 | -13 | 3

The closing 2 records of the section before open the next one.
SMILES | Autofluor Jurkat | Prostate diff | VLA-4 allo ag | VLA-4 antagonist
CCC(Oc1ccc2ccccc2c1)C(=O)O (stereo not drawn) | 1 | 8 | 0 | -1
CCOC(=O)CSc1nnc(CNC(=O)c2ccc(OC)cc2OC)n1C | 0.94 | 1 | -13 | 3
O=C(NCCCN1CCN(Cc2ccccc2)CC1)C1CCN(S(=O)(=O)N2CCCC2)CC1 | 1.1 | 11 | 2 | -27
CCn1cc(C(=O)NCc2ccco2)c(=O)c2cc(S(=O)(=O)N3CCCCCC3)ccc21 | 1.1 | 10 | 1 | 22
CC1(C)CC(=O)c2cc(OCC(=O)NCC3CCCO3)ccc2O1 (stereo not drawn) | 0.96 | 12 | 0 | -11
CN(C)C(CNS(=O)(=O)c1ccc(Br)cc1)c1cccnc1 (stereo not drawn) | 1.2 | 2 | -13 | -3
COc1ccc(OC)c(-n2nnnc2SCC(=O)NCc2ccc3c(c2)OCO3)c1 | 1 | 4 | 2 | -14
COc1ccc(C(O)Cn2c(=N)n(CCCN(C)C)c3ccccc32)cc1 (stereo not drawn) | 1 | 13 | 1 | -12
CCOC(=O)CNC(=O)CSc1nc(N(C)C)nc(N2CCOCC2)n1 | 1.1 | 5 | 0 | 1
Cc1ccc(C(C(=O)NC2CCCCC2)N2CCCC2)cc1 (stereo not drawn) | 1 | 1 | 0 | -10
CCN(CCNC(=O)CCCn1nc(C)n2c(cc3sccc32)c1=O)c1ccccc1 | 1.1 | 5 | 6 | 2
Cc1noc(C)c1S(=O)(=O)Nc1ccc(C(=O)NCc2ccccc2)cc1 | 1 | 6 | 5 | -10
Cn1cccc1Cc1nnc(SCC(=O)Nc2ccccc2)n1-c1ccc(F)cc1 | 1.1 | 4 | -1 | 4
COc1cc(C(=O)O)ccc1OC(C)=O | 0.98 | 5 | 8 | -10
Cc1cc(N2CC(C(=O)O)CC2=O)ccc1Br (stereo not drawn) | 1.1 | 7 | 2 | -8
O=C(O)/C=C/c1ccc(O)c(O)c1 | 1 | 3 | -9 | 2
CCN1CCN(Cc2c(C)[nH]c3ccc(OC)cc3c2=O)CC1 | 0.94 | 9 | -5 | 2

3 compounds already listed, ordered by the number in VLA-4 antagonist, rising:
mol	Prostate diff	VLA-4 allo ag	VLA-4 antagonist
O=C(NCCCN1CCN(Cc2ccccc2)CC1)C1CCN(S(=O)(=O)N2CCCC2)CC1	11	2	-27
COc1ccc(OC)c(-n2nnnc2SCC(=O)NCc2ccc3c(c2)OCO3)c1	4	2	-14
CCN1CCN(Cc2c(C)[nH]c3ccc(OC)cc3c2=O)CC1	9	-5	2

Additional entries
SMILES | Autofluor Jurkat | Prostate diff | VLA-4 allo ag | VLA-4 antagonist
O=C1NC2(CCCCC2)N=C1c1ccc(F)cc1 | 1 | 4 | 3 | 29
O=C(NCC1CCCO1)C1CC(=O)N(c2ccc(F)c(Cl)c2)C1 (stereo not drawn) | 0.93 | 5 | 6 | 7
CCOc1cc(C(=O)NCC2CCCO2)cc(OCC)c1OCC (stereo not drawn) | 0.98 | 5 | -3 | 4
Cc1ccc(C)c(NC(=O)CCN2CC(C)OC(C)C2)c1 (stereo not drawn) | 1 | 7 | -3 | -8
O=C(CC1Oc2ccccc2NC1=O)NCCCN1CCCC1=O (stereo not drawn) | 1.4 | 7 | ? | -11
O=C1NCCN1Cc1ccccc1F | 1.1 | 9 | -1 | -19
O=C(NCc1nnc(SC/C=C/c2ccccc2)o1)c1ccco1 | 1 | 10 | -3 | 28
CCCCCn1c2nc3ccccc3nc2c2c(=O)n(CC(C)C)cnc21 | 1 | 16 | 2 | 1
O=C(Cn1c(=O)oc2cc(S(=O)(=O)N3CCc4ccccc43)ccc21)NC1CCCC1 | 1.1 | 6 | -5 | -31
CCOC(=O)C1CCN(S(=O)(=O)c2c(C)n[nH]c2C)CC1 | 0.98 | 3 | 5 | 2
COc1ccc(N2CCN(c3ccc(N)cc3C#N)CC2)cc1 | 1.4 | 4 | ? | ?
Fc1ccc(C2CC(c3ccccc3)Nc3ncnn32)cc1 (stereo not drawn) | 1 | 12 | 5 | -5
CCOc1ccc(Cc2nn[nH]n2)cc1 | 1.1 | 12 | ? | ?
Cc1ccccc1OCCN1C(=O)NC2(CCc3ccccc32)C1=O (stereo not drawn) | 1 | 10 | -4 | -6
O=C(CSc1nccn1-c1ccc(F)cc1)Nc1ccc2c(c1)OCO2 | 1.2 | 5 | ? | ?
COc1cc2c(cc1OC)C(C(=O)Nc1ccc3c(c1)OCCO3)C1c3ccccc3CCN1C2=O (stereo not drawn) | 1.1 | 8 | 6 | -3
O=C(Oc1ccc2c(c1)CCC2)N1CCOCC1 | 1.1 | 7 | -4 | -6
O=C(CN1CC(=O)Oc2ccccc21)OCC(=O)c1cccc(Br)c1 | 1.1 | 15 | -8 | 0
CC(=O)n1nc(-c2ccco2)nc1N | 1 | 9 | 8 | -3
COC(=O)C1=[N+]([O-])OC(C(=O)OC)C1c1c[nH]c2ccccc12 (stereo not drawn) | 1 | 8 | 6 | -4
